# Screens from PubChem.
# D2 antagonist = D2 dopamine receptor (human) antagonism; P14416; inhibition, % at 10 µM; AID 485344; HEK293 TREx D2 cells, calcium flux, dopamine EC80; 340,000 compounds, 2% hits; in the data active means inhibition above about 30%; further: 0% is about no effect
# Target sequence (P14416 whole entry, looked up): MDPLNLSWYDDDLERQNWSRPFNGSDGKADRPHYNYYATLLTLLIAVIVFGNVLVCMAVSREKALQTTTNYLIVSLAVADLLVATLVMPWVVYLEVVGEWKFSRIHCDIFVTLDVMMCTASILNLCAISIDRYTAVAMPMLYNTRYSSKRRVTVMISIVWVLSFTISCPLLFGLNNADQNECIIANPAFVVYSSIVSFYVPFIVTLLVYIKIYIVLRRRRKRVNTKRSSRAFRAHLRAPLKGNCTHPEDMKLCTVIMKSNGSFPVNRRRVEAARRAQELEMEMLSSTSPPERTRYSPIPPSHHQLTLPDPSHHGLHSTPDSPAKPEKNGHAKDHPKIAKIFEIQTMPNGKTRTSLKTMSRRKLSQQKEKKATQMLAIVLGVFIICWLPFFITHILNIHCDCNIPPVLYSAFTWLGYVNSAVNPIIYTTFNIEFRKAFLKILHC
#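 Overnight-induced (tetracycline, 30 C) HEK293 T-REx cells carrying force-coupled D2 receive a no-wash calcium dye, then compound, then EC80 dopamine at 180 s; signals are read kinetically throughout.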
# D1 agonist = agonists of human D1 dopamine receptor; HEK293 T-REx D1 cells, calcium flux, agonist mode; P21728; activation, % at 2 µM; 360,000 compounds, 1% hits; further: 0% is about no effect
# Target sequence (P21728 whole entry, looked up): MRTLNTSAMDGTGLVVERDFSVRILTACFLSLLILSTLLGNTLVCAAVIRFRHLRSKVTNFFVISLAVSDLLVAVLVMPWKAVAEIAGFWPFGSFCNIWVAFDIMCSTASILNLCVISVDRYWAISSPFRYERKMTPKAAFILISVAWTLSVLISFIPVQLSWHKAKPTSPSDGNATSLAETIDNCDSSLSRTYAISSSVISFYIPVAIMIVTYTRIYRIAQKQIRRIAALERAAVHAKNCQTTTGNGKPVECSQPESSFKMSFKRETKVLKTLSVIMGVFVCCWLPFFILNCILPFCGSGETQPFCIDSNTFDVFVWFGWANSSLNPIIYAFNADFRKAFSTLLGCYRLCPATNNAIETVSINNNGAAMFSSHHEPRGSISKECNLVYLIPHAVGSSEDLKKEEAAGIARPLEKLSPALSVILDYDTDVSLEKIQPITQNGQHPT
#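 Inducible HEK293 T-REx D1 cells, force-coupled to calcium signalling, were plated at 4000 cells/well with tetracycline and held overnight at 30 C. After no-wash calcium dye loading, compound-evoked calcium rise over 180 s flagged agonists.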
# TRHR agonist = activates the human TRH receptor | P34981 | TRHR cells, calcium flux fluo-8, FDSS agonist mode | activation, % at 2 µM | 360,000 compounds, 0.18% hits | AID 493084; further: 0% is about no effect
#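 Agonist-mode FDSS calcium read (Ex 480/Em 530, 1 s cycles) in 1536-well TRHR cells with fluo-8 dye, after 10-cycle baseline and 23 nL compound addition; TRH at EC20 (10 nM final) added afterwards for the enhancer phase.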
# TRHR enhancer = allosteric enhancers of human TRH receptor; P34981; TRHR cells, fluo-8 calcium fluorescence, EC20 TRH enhancement; enhancement, % at 2 µM; 360,000 compounds, 0.66% hits; AID 493056; in the data active means enhancement above about 30%; further: 0% is about no effect
#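 Enhancer read-out: after compound pinning and an initial kinetic agonist-mode read, an EC20 of TRH (10 nM final) was injected and fluo-8 calcium signal (Ex 480/Em 530) followed at 1 s/cycle for 100 cycles in TRHR-expressing cells.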
# D1 antag = blocks dopamine activation of the human D1 receptor | P21728 | HEK293 TREx D1 cells, calcium flux, dopamine EC80; active compounds read low | activity change, negative = inhibition, % at 10 µM | 360,000 compounds, 3.2% hits; in the data active means activity change below about -30%; further: on the % scale 0 is the no-effect control and ±100 the full control effect
#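 Tetracycline-induced HEK293 T-REx cells with force-coupled D1 receptor were loaded with a no-wash calcium dye. Compound was added after a 10 s baseline and read kinetically for 180 s; EC80 dopamine was then added and calcium flux followed another 180 s.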
# D2 potentiator = positively modulates the human D2 dopamine receptor allosterically | P14416 | HEK293 T-REx D2, calcium flux, EC20 dopamine potentiation | potentiation, % at 10 µM | AID 485347 | 340,000 compounds, 0.34% hits;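 active means potentiation over 3 SD above the plate norm, cut at about 30% in these data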; further: 0% is about no effect
#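 Potentiation of an EC20 dopamine calcium response measured kinetically over 180 s, after a preceding 180 s compound-only read flagging agonists. Cells: inducible Hek293 Trex D2 line, 4000/well, cultured overnight at 30 C before dye loading.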
# D2 ag = D2 dopamine receptor (human) agonism; P14416; HEK293 T-REx D2 cells, calcium flux agonist mode; activation, % at 2 µM; 340,000 compounds, 0.53% hits;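 active means activation over 3 SD above normal in the single-dose calcium agonist read, cut at about 30% in these data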; further: 0% is about no effect
#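 HEK293 Trex D2 cells, tetracycline-induced, o/n 30 C 5% CO2; no-wash Ca dye, RT 30–90 min; 10-cycle baseline, 23 nl cpd added, kinetic Ca read 180 s; agonist hits = positive Ca response.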
# RXFP1 antagonist = antagonists of human relaxin receptor RXFP1 | HEK293-RXFP1, relaxin-stimulated cAMP HTRF, 30 min; active compounds read low | activity change, negative = inhibition, % at 57.5 µM | AID 1259400 | 350,000 compounds, 0.59% hits;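 active means activity change of -60% or lower, but not beyond a set lower limit; inconclusive means change between -60% and -40%, or beyond the set limit; inactive means change above -40%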; further: on the % scale 0 is the no-effect control and ±100 the full control effect
# D1 potentiator = human D1 dopamine receptor positive modulation. P21728. HEK293 TREx D1 cells, calcium flux, dopamine EC20 potentiation. potentiation, % at 10 µM. 360,000 compounds, 0.036% hits. AID 504651; in the data active means potentiation above about 30%; further: 0% is about no effect
# * marks the source's active call; other numbers are inactive results; ? = inconclusive; . = not tested or not shown; & = joins results of further samples. Unless noted, no stated cut-off is given here; in the data, active means activation above about 30%; inactive means the rest.
SMILES,D2 antagonist,D1 agonist,TRHR agonist,TRHR enhancer,D1 antag,D2 potentiator,D2 ag,RXFP1 antagonist,D1 potentiator
CC1CCN(C(=O)c2ccccc2SCC(=O)NCC2CCCCC2)CC1,-5.9,0.5,-0.2,10.4,4.5,-3.1,0.3,-0.4,-6.4
O=C(CN1C(=O)CCS(=O)(=O)c2ccccc21)Nc1ccc(F)cc1,-5.8,2.0,0.1,11.3,16.9,-4.9,-1.1,-9.8,-0.9
Cc1ccc(NC(=O)CSc2nc3ccccc3c(=O)n2CCCC(=O)NCCCN2CCOCC2)cc1,-16.0,2.8,0.0,-5.8,-7.0,-7.1,-0.1,-3.1,-1.4
Cc1ccc(S(=O)(=O)N(C)C)cc1NC(=O)c1ccccc1SCC(=O)N1CCCC1,-7.1,1.6,-0.5,19.3,-14.9,-8.1,-0.1,10.3,-4.9
CC1CN(S(=O)(=O)c2ccc(C(=O)Nc3nnc(-c4ccco4)o3)cc2)CC(C)O1 (configuration not stated),-5.7,0.9,1.0,2.6,-13.6,2.6,-0.6,7.1,2.8
COc1ccc(C(=O)NC(=S)NNC(=O)c2ccc(O)cc2)cc1[N+](=O)[O-],9.0,2.9,-2.1,-2.9,-13.1,-5.3,-1.2,-18.3,-3.8
CC(C)N(C(=O)CN(C#N)c1nc(N(C)C)nc(N(C)C)n1)c1ccccc1,-10.0,1.2,-0.2,4.4,9.7,6.5,0.7,1.5,2.1
CCOc1cc(OCC)cc(C(=O)Nc2cccc(C(C)=O)c2)c1,-22.5,8.7,0.1,-2.7,-1.3,-11.0,0.1,-0.5,1.2
CCOC(=O)CSc1nc2sc3c(c2c(=O)[nH]1)CCCC3,5.7,0.7,-0.4,-6.3,-6.2,0.3,0.0,-13.1,-2.4
CCCCN1CCNC[C@@H]1Cc1ccc(O)cc1,-0.1,2.1,-0.6,1.2,5.2,8.4,-0.3,.,0.7
O=C(NCC(=O)N1CCOCC1)c1ccccc1,-0.9,3.7,0.6,0.9,-1.2,11.0,-0.4,-3.8,4.3
Cc1ccc(N2CCN(C(=O)c3cccc([N+](=O)[O-])c3)CC2)cc1Cl,6.7,1.6,-0.8,-3.8,.,-6.4,-0.2,-13.3,-5.0
Cc1nnc(NC(=O)C23CC4CC(CC(C4)C2)C3)s1,-0.5,2.8,0.6,6.5,-25.3,0.6,0.7,-4.9,-7.3
O=C(NCC(c1ccco1)S(=O)(=O)c1cccs1)c1c(F)cccc1F (configuration not stated),.,0.5,1.1,-6.1,.,-2.6,.,5.7,-0.1
CCOc1ccc(C2CC(c3ccc(CC)cc3)Nc3nc(N)nn32)cc1 (configuration not stated),2.9,2.9,1.5,1.4,0.9,-1.8,4.7,-3.2,3.0
Cc1ccc2cc(C(c3nnnn3C3CCCC3)N3CCN(c4ccccc4)CC3)c(=O)[nH]c2c1 (configuration not stated),-31.4,0.7,0.5,6.8,-3.5,-4.5,2.9,-13.2,3.8
Cc1cnc(C(=O)Nc2ccccc2F)cn1,10.3,5.9,0.2,2.6,10.8,-4.0,0.6,3.0,-2.4
Cc1nnsc1SCCNC(=O)c1ccc(F)cc1,3.4,1.7,-0.1,0.1,-10.0,0.6,-2.3,.,2.1
CCn1c(-c2nn(C)cc2Cl)n[nH]c1=S,-3.9,0.6,0.2,-1.3,26.8,5.7,-0.2,-0.3,-1.9
CC1CCc2sc(C(=O)NN)cc2C1 (configuration not stated),7.2,-0.8,0.1,5.7,1.1,-9.1,0.9,1.7,5.3

# Retrieved one by one from above (3):
SMILES,D2 antagonist,D1 agonist,TRHR agonist,TRHR enhancer,D1 antag,D2 potentiator,D2 ag,RXFP1 antagonist,D1 potentiator
CC1CCN(C(=O)c2ccccc2SCC(=O)NCC2CCCCC2)CC1,-5.9,0.5,-0.2,10.4,4.5,-3.1,0.3,-0.4,-6.4
CCOc1cc(OCC)cc(C(=O)Nc2cccc(C(C)=O)c2)c1,-22.5,8.7,0.1,-2.7,-1.3,-11.0,0.1,-0.5,1.2
O=C(CN1C(=O)CCS(=O)(=O)c2ccccc21)Nc1ccc(F)cc1,-5.8,2.0,0.1,11.3,16.9,-4.9,-1.1,-9.8,-0.9

# Back to the main list; the two compounds before the break are reprinted first.
SMILES,D2 antagonist,D1 agonist,TRHR agonist,TRHR enhancer,D1 antag,D2 potentiator,D2 ag,RXFP1 antagonist,D1 potentiator
CCn1c(-c2nn(C)cc2Cl)n[nH]c1=S,-3.9,0.6,0.2,-1.3,26.8,5.7,-0.2,-0.3,-1.9
CC1CCc2sc(C(=O)NN)cc2C1 (configuration not stated),7.2,-0.8,0.1,5.7,1.1,-9.1,0.9,1.7,5.3
O=C(c1ccc(Br)cc1)C(CN1CCOCC1)c1ccccc1 (configuration not stated),11.9,4.3,1.3,-3.8,-9.5,-1.3,1.4,?,14.2
CCOC(=O)C(C)Sc1nc(C2CC2)cc(C(F)(F)F)c1C#N (configuration not stated),-3.6,2.2,-0.1,-9.6,10.7,-7.3,-1.0,-6.6,-4.5
O=C(Nc1cccnc1)c1ccc(Cl)c(S(=O)(=O)N2CCOCC2)c1,.,-0.2,0.9,2.2,-4.6,.,.,4.7,6.7
CCCCc1cc(=O)oc2cc(OC(C)C(=O)NCCN3CCOCC3)c(Cl)cc12 (configuration not stated),6.5,0.4,-0.2,-2.4,5.8,-2.4,-0.1,26.8,1.0
CCOc1ccc(-n2c(SCc3ccccc3)nc3c([nH]c4ccccc43)c2=O)cc1,.,1.1,0.6,-0.8,-4.6,0.9,0.0,.,1.4
O=C(Nc1ccc2c(c1)OCO2)N1CCN(c2cccc(C(F)(F)F)c2)CC1,27.5,7.4,0.6,24.0,-20.5,-41.7,0.3,2.4,-6.1
Cc1ccc(C)c(N(Cc2cc3ccc(C)cc3[nH]c2=O)C(=O)c2ccco2)c1,5.4,3.0,-0.7,-0.5,0.2,-1.8,-0.7,2.4,0.9
CCOc1cccc(/C=C2/NC(=O)N(CC(=O)Nc3cccc(C)c3)C2=O)c1O,8.4,3.2,-0.7,0.9,8.5,2.5,-3.2,-77.4*,5.5
COc1cccc(NC(=O)Nc2nc(SC)ns2)c1,13.1,20.4,2.6,2.8,-14.6,4.9,-0.3,-2.5,-5.9
CCN(CC)CCNC(=O)c1cc(-c2cccnc2)nc2ccc(S(=O)(=O)N3CCC(C)CC3)cc12,-1.8,-1.0,-0.5,-2.5,-4.2,-5.3,0.5,-5.0,0.1
CC1CCc2c(sc3ncn(N)c(=N)c23)C1 (configuration not stated),-5.7,1.3,0.1,0.0,-15.9,0.5,0.3,18.2,-7.8
N#C/C(C(=O)NCc1ccco1)=C1/SC=C(c2ccccc2)N1c1ccccc1,10.0,-0.1,-0.1,4.1,30.6,7.4,1.4,14.6,0.0
CCn1c(CNC(=O)c2ccco2)nnc1SCC(=O)Nc1cccc(F)c1,-16.8,2.3,0.3,2.7,19.1,1.8,0.0,-6.6,-1.7
CN1CCN(CCCNC(=O)c2ccc(/C=C3\Sc4ccccc4N(Cc4ccccc4F)C3=O)cc2)CC1,-14.6,19.4,0.0,-0.2,-30.4*,-7.2,0.2,2.9,-9.2
CC(c1nccs1)N(C)C(=O)CCc1nnc(CCc2ccccc2)o1 (configuration not stated),-10.2,-0.9,0.1,-1.5,6.5,10.0,-0.5,-4.3,-1.6
CCSc1nc2c(sc3nc(C)cc(C)c32)c(=O)[nH]1,-6.3,1.7,-0.5,3.1,5.7,-4.8,-0.2,.,-6.8
Cc1ccc(NC(=O)CC2OC(=O)c3ccccc32)cc1S(=O)(=O)N1CCOCC1 (configuration not stated),-13.5,2.0,0.8,11.2,-0.5,7.7,-0.5,3.9,7.8
Cc1ccc(C(CC(=O)Nc2ccc(C)cc2C)N2Cc3ccccc3C2=O)cc1 (configuration not stated),.,4.8,-0.6,-1.5,-0.4,-4.8,-0.4,.,-4.0
Cc1cccc(C(=O)N/C(=C\c2ccco2)C(=O)N2CCCCCC2)c1,.,2.3,1.3,2.6,-8.8,.,.,-4.3,8.7
Cc1cnc(NC(=O)c2ccc(Cl)nc2)s1,-28.7,-0.7,0.1,5.2,1.5,-2.5,1.4,11.8,-0.8

# Reprinted from the listing, two compounds:
SMILES,D2 antagonist,D1 agonist,TRHR agonist,TRHR enhancer,D1 antag,D2 potentiator,D2 ag,RXFP1 antagonist,D1 potentiator
CC1CCN(C(=O)c2ccccc2SCC(=O)NCC2CCCCC2)CC1,-5.9,0.5,-0.2,10.4,4.5,-3.1,0.3,-0.4,-6.4
O=C(CN1C(=O)CCS(=O)(=O)c2ccccc21)Nc1ccc(F)cc1,-5.8,2.0,0.1,11.3,16.9,-4.9,-1.1,-9.8,-0.9

# (continued)
SMILES,D2 antagonist,D1 agonist,TRHR agonist,TRHR enhancer,D1 antag,D2 potentiator,D2 ag,RXFP1 antagonist,D1 potentiator
Cc1cc(Oc2ccccc2)nc(-c2ccccc2)n1,3.4,3.9,1.0,-0.4,13.8,-3.6,1.2,-5.4,-3.8
CC1=C/C(=N\OS(=O)(=O)c2ccccc2)C=CC1=O,-0.1,10.9,1.2,4.8,-13.8,1.7,-1.1,1.2,-4.6
Cc1ccccc1C(=O)NNC(=O)c1ccncc1,-16.1,4.4,2.0,2.2,9.0,13.7,0.6,-2.6,2.3
CCNc1nc(NCC)nc(N/N=C/c2ccc(O)c(O)c2)n1,43.6*,1.1,0.1,8.7,-9.7,2.3,-0.3,-0.4,-2.5
CC(=O)Nc1ccc(C(=O)Nc2cccc(S(=O)(=O)N(C)c3ccccc3)c2)cc1,-7.5,2.4,0.7,15.9,-13.2,6.5,0.0,-7.3,-5.8
CCCc1ccccc1OCCNC(C)=O,-26.0,1.7,-0.2,-2.7,0.3,-7.2,-0.2,-9.9,0.6
COc1cccc(-c2ccc3ncnc(NCc4cc(C)cs4)c3c2)c1,-27.9,11.1&2.0,1.7&0.5,-2.1&-0.5,-16.3&2.4,-18.4,0.2,.,-9.5&-3.1
CN(C)c1nc(N)nc(Cn2nnc(-c3ccc(C(F)(F)F)cc3)n2)n1,0.6,0.7,0.2,4.2,22.3,-4.3,0.6,-7.0,6.8
CC1CCN(c2c(NCc3ccc(C(=O)N4CCc5ccccc54)cc3)c(=O)c2=O)CC1,-19.5,2.7,-0.1,-2.1,2.4,4.2,-1.0,.,3.5
COc1cccc(-c2cc(C(=O)NCc3ccc(Cl)cc3)no2)c1,-9.8,-1.6,0.4,1.2,22.6,3.0,0.8,3.4,5.6
CCc1cc2c(=O)c(-c3cnn(-c4ccccc4)c3)c(C)oc2c(CN2CCCCC2)c1O,5.7,1.0,0.4,3.4,-4.3,0.6,1.1,-3.8,5.8
COc1cccc(-c2ccc3c(N)c(C(=O)c4ccc(Br)cc4)sc3n2)c1,.,80.5*,16.1,-1.4,-4.2,-4.9,.,-4.7,-0.7
